H37Rv inhibition – M. tuberculosis growth inhibition, HTS (AID 449762) | 330,000 tested, 0.59% active | inhibition, % at 25 µM, or IC50 in µM where a hit was titrated | M. tuberculosis H37Rv growth inhibition, 7H9 media; higher % means a stronger effect; in the data active = a potency from the dose series; inconclusive = inhibition above about 70% without an active follow-up result;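 also: bacterial growth assessed after seven days of incubation; strong numbers were not always called active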
influenza NS1A – NS1A inhibition, H1N1 influenza, cell based functional assay (AID 504329); NS1A functional cell-based assay, percent inhibition; higher % means a stronger effect; inhibition, % at 12.5 µM; hits with a dose series show IC50 in µM; 340,000 tested, 0.3% active; in the data active = a potency from the dose series; inconclusive = inhibition above about 27% without an active follow-up result; also: strong numbers were not always called active
VEEV TC-83 Vero – inhibitors of VEEV TC-83 cytopathic effect, confirmation, Vero cells (AID 588727). Vero cells, VEEV TC-83 cytopathic effect inhibition; higher % means a stronger effect. 350,000 tested, 0.13% active. inhibition, % at 20 µM; hits with a dose series show IC50 in µM; in the data active = a potency from the dose series; inconclusive = inhibition mostly from about 14% at the one dose, without a potency; inactive = the rest, 99 in 100 with inhibition below about 12%; also: strong numbers were not always called active
Salmonella PhoP GFP – PhoP regulon inhibitors, Salmonella typhi PhoP promoter GFP reporter, confirmatory (AID 1850); 310,000 tested, 0.33% active; Salmonella Typhi PhoP-promoter GFP reporter, fluorescence, 4 h; higher % means a stronger effect; inhibition, % at 50 µM, or IC50 in µM where a hit was titrated; in the data active = a potency from the dose series; inconclusive = inhibition mostly from about 25% at the one dose, without a potency; inactive = the rest, 99 in 100 with inhibition below about 19%;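 also: 0% = induced wells with vehicle and 100% = uninduced wells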
M. tuberculosis – growth inhibition of non-replicating M. tuberculosis (AID 488890) | Mycobacterium tuberculosis non-replicating, growth inhibition; higher % means a stronger effect | inhibition, % at 25 µM, or IC50 in µM where a hit was titrated | 320,000 tested, 0.39% active; in the data active = a potency from the dose series; inconclusive = inhibition mostly from about 82% at the one dose, without a potency; inactive = the rest, 99 in 100 with inhibition below about 76%;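 also: plate controls were DMSO cells for no effect and high antibiotic wells for full effect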
VEEV TC-83 Vero 10K pilot screen – recorded beside VEEV TC-83 Vero, whose call it bears; inhibition, %; measured here: 10K pilot screen inhibition
Starred values were filed as active, the others as inactive; i = inactive; ? = inconclusive; / = no result given.

Start of the listing, in advance:
SMILES	H37Rv inhibition	influenza NS1A	VEEV TC-83 Vero	Salmonella PhoP GFP	M. tuberculosis	others
O=C(Nc1ccc([N+](=O)[O-])cc1)OCCc1ccccn1	2%	-1%	i	-12%	-6%
CNC(=S)SCCOc1ccc(C)cc1	5%	-2%	6.8%	5%	?	VEEV TC-83 Vero 10K pilot screen=0.3
COc1ccc2c(c1OC)C(=O)OC2Nc1ccc(S(=O)(=O)N=C(N)N)cc1 (configuration not stated)	-5%	3%	0.9%	19%	43%
C=CCNC(=O)c1cc2c(C(F)(F)F)nn(C)c2s1	2%	1%	0.7%	7%	59%

The list itself, from the start:
SMILES	H37Rv inhibition	influenza NS1A	VEEV TC-83 Vero	Salmonella PhoP GFP	M. tuberculosis	others
O=C(Nc1ccc([N+](=O)[O-])cc1)OCCc1ccccn1	2%	-1%	i	-12%	-6%
CNC(=S)SCCOc1ccc(C)cc1	5%	-2%	6.8%	5%	?	VEEV TC-83 Vero 10K pilot screen=0.3
COc1ccc2c(c1OC)C(=O)OC2Nc1ccc(S(=O)(=O)N=C(N)N)cc1 (configuration not stated)	-5%	3%	0.9%	19%	43%
C=CCNC(=O)c1cc2c(C(F)(F)F)nn(C)c2s1	2%	1%	0.7%	7%	59%
O=C(c1ccc2c(c1)OCO2)N(Cc1ccco1)C1(C(=O)NC2CCCCC2)CCCCC1	2%	7%	4.9%	9%	12%
O=C1C=CC(=C(c2ccc(O)cc2)c2ccc(O)cc2)C=C1	22%	59µM*	?	/	79%
CN1CCN(C(=O)c2cc(Cl)ccc2Cl)CC1	-8%	0%	1.3%	-8%	-16%	VEEV TC-83 Vero 10K pilot screen=0.7
Cn1c(N)nc2nc(CCc3ccccc3)c(=O)[nH]c2c1=O	9%	-6%	1.2%	-25%	35%
CN(Cc1ccccc1)C(NC(=O)c1ccco1)C(Cl)(Cl)Cl (configuration not stated)	8%	-7%	0.7%	-5%	9%
OCCC1CN(Cc2cn[nH]c2C2CCCCC2)CCN1C1CCCC1 (configuration not stated)	0%	5%	i	0%	11%
O=C(COC(=O)c1ccccc1O)Nc1ncc(Cl)cc1Cl	-2%	-2%	1.4%	2%	50%
CCOC(=O)N1CCN(c2cc(=O)n(-c3ccc(C)cc3)c(=O)[nH]2)CC1	-4%	32%	0.4%	3%	-13%
O=C(O)c1cc(Cl)c(Cl)cc1C(=O)Nc1cccc2cccnc12	-3%	-1%	1.1%	20%	37%
O=C(Cc1ccccc1[N+](=O)[O-])Nc1ccc2c(c1)OCO2	9%	-3%	0.7%	-6%	6%
CC1(C)CC(NC(=O)c2ccncc2)CC(C)(C)N1O	-4%	-4%	0.4%	-3%	0%
CCCCCc1ccc(-c2cn(CC3CCCCC3)nn2)cc1	5%	-7%	i	-6%	24%
C#CCOCCOCCOCCNc1nc(N2CCN(C(=O)[C@H]([C@@H](C)CC)n3cc([C@@H](N)Cc4ccc(O)cc4)nn3)CC2)nc(N2CCN(C(=O)[C@H](CCCCN)n3cc([C@@H](N)CO)nn3)CC2)n1	21%	/	/	3%	59%
NS(=O)(=O)c1ccc(CCNC(=O)CSc2nc3ccsc3c(=O)n2C2CC2)cc1	0%	-5%	i	-5%	-1%
C[C@@H](C(=O)NC1CCCCC1)N1C(=O)N2CCc3c([nH]c4ccccc34)[C@@]2(C)C1=O	-5%	-6%	1.2%	5%	57%
CCN(CC)S(=O)(=O)c1ccc2[nH]c(=O)c3ccccc3c2c1	6%	-2%	2.4%	-5%	9%
Cc1cccc(NC(=O)CSc2nnc(CNC(=O)c3ccco3)n2C)c1C	0%	-10%	3.5%	10%	-14%
COc1ccccc1N1CCN(S(=O)(=O)c2ccc3nc(-c4ccccc4)[nH]c3c2)CC1	30%	-7%	3.6%	-13%	25%
Cc1ccc(-n2nnnc2SCC(=O)c2c(N)n(CC(C)C)c(=O)n(C)c2=O)cc1	-5%	2%	5.4%	-2%	0%
CC(C(=O)c1ccc(-c2ccccc2)cc1)[n+]1cccc(Br)c1 (configuration not stated)	6%	-13%	0.8%	14%	8%
CC(=O)Nc1cccc2c1C(=O)N(c1ccccc1C)C2=O	1%	-5%	0.3%	-4%	-8%
CSc1nc2c(c(=O)[nH]c(=O)n2C)n1Cc1ccccc1	0%	2%	0.6%	-1%	5%
Cc1ccc(NC(=O)c2sc3nc(N)c(C#N)cc3c2N)cc1	15%	-10%	0.7%	-4%	43%
CCOC(=O)c1c(C)n(CCO)c2ccc(O)cc12	5%	-3%	0.5%	-2%	-3%
Cc1cccc(N2C(=O)CN=C2Nc2nc(C)cc(C)n2)c1	1%	-1%	1.1%	21%	-6%
O=C(CCC1N=C2c3ccccc3N=C(SCC(=O)NCC3CCCO3)N2C1=O)NCc1ccc(F)cc1 (configuration not stated)	2%	-7%	0.5%	-2%	-1%
C/C(=N\NC(=O)C1CC1)c1cccnc1	-5%	-3%	i	-11%	-15%
COCC(C)N1CCC(n2nccc2NC(=O)CCCc2ccccc2)CC1 (configuration not stated)	3%	3%	1.4%	1%	-9%
O=C(Nc1ccc([N+](=O)[O-])cc1)c1cccc(S(=O)(=O)Nc2ccccn2)c1	-2%	4%	0.1%	-2%	-13%
COc1cc(NC(=O)COC(=O)CNS(=O)(=O)c2ccc(F)c(F)c2F)cc(OC)c1	2%	2%	0.5%	-1%	-8%
O=C1NC(c2ccc3c(c2)OCO3)Nc2ccccc21 (configuration not stated)	-11%	0%	7.1%	10%	-1%
O=C(NCCCNC(=O)c1cnccn1)c1ccc(Cl)c(Cl)c1	-1%	11%	0.6%	-1%	/
O=C(O)c1cc(NC(=O)c2ccc([N+](=O)[O-])cc2)cc(NC(=O)c2ccc([N+](=O)[O-])cc2)c1	1%	3%	0.3%	-8%	-5%
Cc1nc(SCC(=O)NCC2COc3ccccc3O2)c2c(C)c(C)sc2n1 (configuration not stated)	/	6%	4.2%	/	/
COC(=O)CSC1=C(C#N)C(c2ccccc2)CC(=O)N1 (configuration not stated)	-2%	2%	i	-7%	7%
CCC1(c2ccccc2)NC(=O)N(CC(=O)Nc2ccc(S(N)(=O)=O)cc2)C1=O (configuration not stated)	1%	4%	1.2%	16%	-10%
CCOC(=O)C1CCN(C(=O)CCNS(=O)(=O)c2cc(Br)cnc2N)CC1	0%	-2%	0.3%	-3%	-5%
COc1ccc(/C=N/NC(=O)CCn2nc(C)cc2C)cc1O	-14%	15%	i	-3%	-7%
COc1cc2c(cc1OC)/C(=C/C(=O)c1ccc(F)cc1)NCC2	5%	5%	7.2%	8%	-1%
CSCCC(NC(=O)c1ccccc1)C(=O)N1CCN(C(C)=O)CC1 (configuration not stated)	-9%	1%	1.4%	/	-14%
N#Cc1c(/N=C/c2cccs2)sc2c1CCC2	-12%	17%	5.6%	2%	-7%
CCCc1cc(=O)[nH]c(SCC(=O)N2CCN(S(=O)(=O)c3ccc(Cl)cc3)CC2)n1	6%	-1%	0.8%	11%	1%
CN1CC(c2ccc(C#N)cc2)C2(COc3ccccc3C2=O)C12C(=O)Nc1ccccc12 (configuration not stated)	8%	-8%	i	10%	25%
Cc1ccccc1OCc1n[nH]c(=S)n1Cc1ccccc1	5%	5%	1.5%	4%	10%
Cc1nc2c(Cl)cc(Cl)cc2[nH]1	-1%	2%	0.7%	-8%	17%
COC(=O)CN1C(=O)[C@@H]2[C@H](C1=O)[C@@H]1CC(C(=O)OC)=C[C@@H](C(=O)OC)[C@@H]3C1=C(C(=O)[C@]3(C)NC(=O)c1ccccc1)[C@@H]2C	6%	-4%	0.7%	1%	9%

2 compounds drawn at random from those above:
SMILES	H37Rv inhibition	influenza NS1A	VEEV TC-83 Vero	Salmonella PhoP GFP	M. tuberculosis	others
CN1CC(c2ccc(C#N)cc2)C2(COc3ccccc3C2=O)C12C(=O)Nc1ccccc12 (configuration not stated)	8%	-8%	i	10%	25%
COC(=O)CN1C(=O)[C@@H]2[C@H](C1=O)[C@@H]1CC(C(=O)OC)=C[C@@H](C(=O)OC)[C@@H]3C1=C(C(=O)[C@]3(C)NC(=O)c1ccccc1)[C@@H]2C	6%	-4%	0.7%	1%	9%

(next part)
SMILES	H37Rv inhibition	influenza NS1A	VEEV TC-83 Vero	Salmonella PhoP GFP	M. tuberculosis	others
Cc1ccc(S(=O)(=O)NNC(=O)C2CCN(S(=O)(=O)c3ccc(C)cc3)CC2)cc1	-9%	-2%	2.5%	-3%	30%
COc1ccccc1OP(=O)(Nc1cccnc1)Oc1ccccc1OC	-4%	-6%	7.9%	14%	17%
O=C(CCc1ccccc1)N=C1SC2CS(=O)(=O)CC2N1c1ccc(F)cc1 (configuration not stated)	-1%	6%	i	-10%	3%
CC1Cc2ccccc2N1C(=O)Cn1nc(C(=O)O)c2ccccc2c1=O (configuration not stated)	3%	-1%	0.4%	-20%	7%
COc1ccccc1CNC(=O)c1sccc1C	7%	-6%	1.2%	-5%	-15%
CCCC(=O)Nc1nc(C)c(C(C)=O)s1	3%	-12%	1.8%	2%	5%
Oc1cc(NCc2ccc(Cl)cc2)cc2cccnc12	1%	-8%	0.7%	/	-2%
Cc1cc(NC(=O)c2cc(-c3ccco3)on2)nn1Cc1ccc(Cl)cc1	-2%	23%	4.0%	-3%	7%
CC(C)CC(=O)NC(=S)Nc1nc(-c2ccc(Cl)cc2)cs1	31%	9%	i	-9%	53%
CCC(=O)c1cccc(-c2ccccc2)c1CC	/	-21%	3.8%	/	/
CN1CCN(CCC(C#N)(c2ccccc2)c2ccccc2)CC1	-8%	-2%	i	2%	5%
COC(CNC(=O)c1ccc(N2CCC3(CC2)OCCO3)c([N+](=O)[O-])c1)OC	-2%	-5%	0.8%	-1%	-18%
N#Cc1cnc(NCc2ccc(Cl)cc2Cl)nc1	4%	-5%	1.0%	-10%	-10%
C=CCSc1nc(C)c(Cc2cccc3ccccc23)c(=O)[nH]1	3%	8%	1.6%	-1%	29%
Cc1[nH]c2ccccc2c1C(=O)C(=O)N1CCN(c2ccccc2F)CC1	3%	7%	1.7%	2%	13%
CC(Oc1cccc(F)c1)C(=O)/C=C\N(C)C (configuration not stated)	-3%	-4%	3.1%	5%	13%
Cc1cccc(NC(=O)C(=O)NNC(=O)c2ccc(C(C)(C)C)cc2)c1	60%	14%	i	8%	?
CCCCn1c(N)c(N(CC(C)C)C(=O)c2ccc(COc3ccccc3)o2)c(=O)[nH]c1=O	-1%	-12%	4.7%	-4%	16%
NS(=O)(=O)c1ccc(CNC(=O)/C=C/c2c(Cl)cccc2Cl)cc1	-3%	/	/	-10%	15%
Cc1onc(-c2ccccc2)c1C(=O)Nc1cccc2nsnc12	2%	-27%	0.4%	4%	2%
O=C(CC1CCCCC1)NCc1nc(-c2ccccc2)no1	9%	-4%	i	-5%	23%
COC(=O)c1nn(-c2ccccc2)c(Sc2ccc(Cl)cc2)c1/C=N/O	-1%	12%	11%	4%	3%
CCC(C(=O)OCC(=O)N(CCOC)c1c(N)n(Cc2ccccc2)c(=O)[nH]c1=O)c1ccccc1 (configuration not stated)	1%	-6%	1.0%	-6%	-2%
COc1c(C)cccc1C(=O)Nc1ccc(N2CCOCC2)c(Cl)c1	17%	-1%	5.5%	-20%	25%
CN(CC(=O)Nc1ccc(F)cc1)C(=O)c1cc(-c2ccco2)nc2ccccc12	1%	1%	2.1%	8%	12%
CN(C)CCN1C(=O)CCC2(C)C1=CCC1C2CCC2(C)C1CCC2(C)O (configuration not stated)	/	-18%	1.4%	/	/
COc1cccc(CC2(CO)CCN(Cc3cccn3-c3cccnc3)CC2)c1	-5%	-8%	i	1%	1%
O=C(CCCN1C(=O)CCC1=O)Nc1ccc2c(c1)OCO2	10%	-11%	0.4%	-4%	6%
CCc1cccc(C)c1NC(=O)CN(C)C1=NS(=O)(=O)c2ccccc21	-5%	-11%	i	/	-15%
COc1ccc2c(C)cc(=O)[nH]c2c1	9%	15%	5.6%	-1%	-8%
CC(=O)c1ccc(NC(=O)CSc2cn[nH]n2)cc1	5%	12%	0.4%	3%	-4%
CCOC(=O)C1CCCN(C(=O)C2CCN(c3nnc(-n4cccc4)s3)CC2)C1 (configuration not stated)	-10%	3%	1.1%	-13%	/
CSCC[C@H](NC(=O)c1cccnc1)c1nnc2ccccn12	-10%	-6%	1.9%	1%	-7%
CCn1c(SCc2nc3ccccc3[nH]2)nnc1-c1cccnc1	0%	5%	3.5%	-6%	-2%
Cc1nc2sc3c(c2c(=O)o1)CCC3	0%	-9%	1.0%	-5%	59%
COc1ccccc1N1CCN(C2CCCN(C(=O)c3snnc3C)C2)CC1 (configuration not stated)	1%	-9%	i	-5%	-8%

Compound activity (PubChem)
